mouse EphA4 binding = inhibitors of EphA4 binding to KYL peptide, primary screen, biochemical, colorimetric, mouse EphA4 (AID 689); inhibition, % at 10 µM, or IC50 in µM where a hit was titrated; EphA4-AP binding to KYL peptide, pNPP A405; higher % means a stronger effect; hit rate 0.1% among 62,000; Ephrin type-A receptor 4 (Mus musculus); in the data active = a potency from the dose series; inactive = the rest, 99 in 100 with inhibition below about 22%
The depositor's hits bear a star.

The opening 20 compounds as a preview:
SMILES | mouse EphA4 binding
Cc1ccc(C)c(OCC(=O)Nc2nc3ccc([N+](=O)[O-])cc3s2)c1C | -6%
CN(C)S(=O)(=O)c1cccc(-c2cn3cc(Cl)ccc3n2)c1 | -4%
COc1ccc(CN(CCN(C)C)Cc2ccccc2)c(OC)c1 | 6%
CC1=[N+]([O-])C(C)(C)C(c2cccs2)=[N+]1[O-] | 10%
C=CCOc1ccc(C2C(C#N)=C(N)N(Nc3ccccc3)C3=C2C(=O)CC(C)(C)C3)cc1OC (stereo not given) | -10%
O=c1[nH]cnc2cc(Cl)ccc12 | -5%
O=C(CCC(=O)c1ccc(Br)cc1)Nc1cccc(C(F)(F)F)c1 | -3%
Cn1c(=O)c2c(nc(Cl)n2Cc2ccc(Cl)c(Cl)c2)n(C)c1=O | -10%
O=C1CCCCC1Sc1nnc(Cc2cccs2)n1CCc1ccccc1 (stereo not given) | 4%
Clc1ccccc1-c1nc2ccccc2c2nc3ccccc3n12 | -9%
COc1cc(C(=O)NC(NC(=S)Nc2ccccc2C)C(Cl)(Cl)Cl)cc(OC)c1OC (stereo not given) | 2%
O=C(c1ccc(F)cc1)N(C1CCCCC1)C1CCCCC1 | -2%
CSc1cccc(NC(=O)C2CCCN2S(=O)(=O)c2ccc(Br)s2)c1 (stereo not given) | 8%
N#Cc1nc(-c2ccc(OCc3ccc(Cl)cc3)cc2)oc1N1CCOCC1 | -2%
Cc1nc2c(C#N)c(C)[nH]n2c(=O)c1Cc1ccccc1 | -9%
CCOC(=O)N1CCN(C(=O)c2ccc3c(=O)n(CCc4ccccc4)c(=S)[nH]c3c2)CC1 | -2%
CCN1C(=O)c2cccc3c(NC(=O)c4cccc(N5C(=O)CCC5=O)c4)ccc1c23 | -5%
CCc1ccccc1NC(=O)c1nnn(CC(=O)Nc2cccc(C)c2)c1N | -13%
CCC1(C)Cc2ccccc2-c2nc3n(c(=O)c21)CC(C(=O)O)S3 (stereo not given) | -6%
CC(C)OCCCN1CN(S(=O)(=O)c2cccc(Cl)c2)c2nc3ccccc3nc21 | -3%

The listing (from the top)
SMILES | mouse EphA4 binding
Cc1ccc(C)c(OCC(=O)Nc2nc3ccc([N+](=O)[O-])cc3s2)c1C | -6%
CN(C)S(=O)(=O)c1cccc(-c2cn3cc(Cl)ccc3n2)c1 | -4%
COc1ccc(CN(CCN(C)C)Cc2ccccc2)c(OC)c1 | 6%
CC1=[N+]([O-])C(C)(C)C(c2cccs2)=[N+]1[O-] | 10%
C=CCOc1ccc(C2C(C#N)=C(N)N(Nc3ccccc3)C3=C2C(=O)CC(C)(C)C3)cc1OC (stereo not given) | -10%
O=c1[nH]cnc2cc(Cl)ccc12 | -5%
O=C(CCC(=O)c1ccc(Br)cc1)Nc1cccc(C(F)(F)F)c1 | -3%
Cn1c(=O)c2c(nc(Cl)n2Cc2ccc(Cl)c(Cl)c2)n(C)c1=O | -10%
O=C1CCCCC1Sc1nnc(Cc2cccs2)n1CCc1ccccc1 (stereo not given) | 4%
Clc1ccccc1-c1nc2ccccc2c2nc3ccccc3n12 | -9%
COc1cc(C(=O)NC(NC(=S)Nc2ccccc2C)C(Cl)(Cl)Cl)cc(OC)c1OC (stereo not given) | 2%
O=C(c1ccc(F)cc1)N(C1CCCCC1)C1CCCCC1 | -2%
CSc1cccc(NC(=O)C2CCCN2S(=O)(=O)c2ccc(Br)s2)c1 (stereo not given) | 8%
N#Cc1nc(-c2ccc(OCc3ccc(Cl)cc3)cc2)oc1N1CCOCC1 | -2%
Cc1nc2c(C#N)c(C)[nH]n2c(=O)c1Cc1ccccc1 | -9%
CCOC(=O)N1CCN(C(=O)c2ccc3c(=O)n(CCc4ccccc4)c(=S)[nH]c3c2)CC1 | -2%
CCN1C(=O)c2cccc3c(NC(=O)c4cccc(N5C(=O)CCC5=O)c4)ccc1c23 | -5%
CCc1ccccc1NC(=O)c1nnn(CC(=O)Nc2cccc(C)c2)c1N | -13%
CCC1(C)Cc2ccccc2-c2nc3n(c(=O)c21)CC(C(=O)O)S3 (stereo not given) | -6%
CC(C)OCCCN1CN(S(=O)(=O)c2cccc(Cl)c2)c2nc3ccccc3nc21 | -3%

2 entries from above, tab-delimited.
smiles	mouse EphA4 binding
Clc1ccccc1-c1nc2ccccc2c2nc3ccccc3n12	-9%
COc1cc(C(=O)NC(NC(=S)Nc2ccccc2C)C(Cl)(Cl)Cl)cc(OC)c1OC (stereo not given)	2%

Next results:
SMILES | mouse EphA4 binding
CCn1ncc(C2=NOC(C(=O)Nc3cnn(C45CC6CC(CC(C6)C4)C5)c3)C2)c1C (stereo not given) | -8%
COC(=O)Nc1ccc(S(=O)(=O)n2cnc3ccccc32)cc1 | 0%
Cc1cc(C(=O)OC(C)C(=O)Nc2cccc(S(=O)(=O)N3CCOCC3)c2)c(C)o1 (stereo not given) | -14%
COc1cccc(C(=O)Nc2ccc(S(=O)(=O)NCc3ccco3)cc2)c1 | 4%
Cc1[nH]c(=O)[nH]c1C(=O)CCCCC(=O)OCC(=O)Nc1ccccn1 | -8%
CN(C)S(=O)(=O)c1ccc(C(=O)OCCCN=C2NS(=O)(=O)c3ccccc32)cc1 | 3%
O=C1CC(SC(=Nc2ccccc2)Nc2ccccc2)C(=O)N1c1ccc(Cl)cc1 (stereo not given) | -4%
CCCOC(=O)CC1C(=O)NCCN1Cc1ccc(F)cc1 (stereo not given) | -6%
O=C(Nn1cnnc1)C(Sc1ccccc1)c1ccccc1 (stereo not given) | -5%
CN(C)/C=C/C(=O)c1ccc(F)cc1 | -16%
O=C(Nc1ccc(N2CCOCC2)cc1)c1cc2ccccc2o1 | 21%
CCOc1ccc(N2CC(C(=O)Nc3ccccc3N3CCOCC3)CC2=O)cc1 (stereo not given) | -19%
Cc1oc2ncnc(N)c2c1C | -10%
O=C(Nc1cccnc1)c1cccc(Cl)c1Cl | -5%
O=C(Nc1ccc(-c2cn3ccccc3n2)cc1)c1ccccc1Cl | 1%
CC(=O)N1CCN(c2ccc([N+](=O)[O-])c(NCC3CCCO3)c2)CC1 (stereo not given) | -12%
O=C1NC2=Nc3ccccc3NC(c3ccccc3)=C2C(c2ccc(OC(F)F)cc2)N1 (stereo not given) | 3%
CCN(CC)c1ccc(/C=C2\C(=O)NC(=S)N(c3ccc(Cl)cc3)C2=O)o1 | -4%
Cc1onc(-c2c(Cl)cccc2Cl)c1C(=O)NCc1ccco1 | -6%
CCOc1ccc(C2NC(=O)c3n[nH]c(C)c32)cc1 (stereo not given) | -1%
COC(=O)c1[nH]c2cccc(OC)c2c1NC(=O)CCN1CCN(c2ccccc2OC)CC1 | -6%
CC(C)N(C(=O)COC(=O)c1cc(Cl)cc(Cl)c1N)C(C)C | -3%
CCc1nnc(NC(=O)CCC(=O)N2CCCC2)s1 | -8%
O=[N+]([O-])c1ccc(-c2cc(-c3ccncc3)nc3ccc4ccccc4c23)cc1 | 12%
Cc1ccc2cc(C#N)c(SCC(=O)NCc3ccco3)nc2c1 | -4%
O=C(Cn1nnc(-c2ccccc2NC(=O)c2ccccc2)n1)Nc1ccc2c(c1)OCCO2 | -7%
CC(C)CNCC(=O)N1c2ccccc2Sc2ccccc21 | -8%
COc1ccc(C(=O)OCC(=O)Nc2ccc(F)c(F)c2F)cc1OC | -4%
COC(=O)c1ccc(-n2c(C)ccc2-c2ccccc2)cc1 | -3%
O=C(O)c1ccc(N/C(=N\S(=O)(=O)c2ccccc2)c2ccccc2)cc1 | -4%
O=C(O)C1CCN(c2c([N+](=O)[O-])cc(C(F)(F)F)cc2[N+](=O)[O-])CC1 | -17%
CCCC1=C(C(=O)OCC)C(c2ccc(N(C)C)cc2)n2ncnc2N1 (stereo not given) | -3%
CCOC(=O)C1=C(C)N=c2s/c(=C\c3cc(OC)ccc3OC)c(=O)n2C1c1cccc(OC)c1 (stereo not given) | 4%
Cc1cc(C(=O)OCC(=O)Nc2ncc(C(F)(F)F)cc2Cl)c(C)o1 | -6%
Cc1cccn2c(=O)c3cc(C#N)c(=O)n(-c4c(C)n(C)n(-c5ccccc5)c4=O)c3nc12 | -7%
COC(=O)Cn1ccc(N(C)C)c(C#N)c1=O | 4%
Cc1cc(C)nc(Nc2ccccc2Br)n1 | -8%
O=C1CCc2cc(S(=O)(=O)N3CCC(C(=O)NC4CCCC4)CC3)ccc2N1 | 7%
Cc1c(C(=O)O/N=C(\N)c2ccc(Br)cc2)cccc1[N+](=O)[O-] | -16%
Cc1ccc(NC(=O)C2CCN(S(=O)(=O)c3cccc4nonc34)CC2)nc1 | 7%
O=C1C(Nc2cccc(O)c2)=C(N2CCCCC2)C(=O)c2ccccc21 | 1%
CCCCN(CC)Cc1ccc(CNC(=O)Nc2ccccc2)o1 | 3%
COc1ccc(N(CC(=O)Nc2cccc(C)c2)S(=O)(=O)c2c(C)n[nH]c2C)cc1 | 0%
O=C(c1ccco1)[C@@H]1[C@@H]2C(=O)N(c3ccccc3)C(=O)[C@@H]2C2c3ccccc3C=CN21 (stereo not given in full) | -14%
CC(C)CCn1cnc2c(cnn2-c2ccc(F)cc2)c1=O | 1%
Cn1c(C(=O)NCCCN2CCOCC2)cc2c(=O)n(C)c3ccccc3c21 | -5%
Cc1ccccc1-c1nc(CS(=O)CC(=O)NCCN2CCOCC2)c(C)o1 (stereo not given) | -5%
COC(=O)CCC(=O)c1oc2ccccc2c1N | -14%
Cc1ccc(C(=O)c2cc3ccccc3o2)cc1 | -6%
CC1=NCCN1S(=O)(=O)c1cc(Cl)ccc1Cl | -5%
N#Cc1cc(C#N)c(N2CCN(c3cccc(Cl)n3)CC2)nc1N | 5%
CCCc1nc(SCC(=O)N2CCc3ccccc3C2)c2ccccc2n1 | -7%
COC(=O)c1ccc(C(=O)OC)c(NC(=O)c2c(Cl)cccc2Cl)c1 | -6%
Cc1noc(/C=C/c2ccco2)c1S(=O)(=O)N1CCC(C(=O)N2CCc3ccccc32)CC1 | 3%
CCn1c2ccccc2c2cc(NC(=O)COC(=O)Cc3cn4ccsc4n3)ccc21 | -10%
COc1ccc(-c2nnn(CC(=O)N(CC(=O)NC3CCCC3)c3cccc(C)c3)n2)cc1OC | -7%
O=C(NCc1ccccc1)C1CC(=O)N(c2ccc(Cl)cc2)C1 (stereo not given) | -5%
Cc1ccc(S(=O)(=O)N2CCC(O)CC2C)cc1 (stereo not given) | -24%
CCCCNC(=O)CCCCCNS(=O)(=O)c1ccc(OC)cc1 | -2%
CCCCOc1ccc(S(=O)(=O)n2cnc3ccccc32)cc1 | -1%

Next part:
SMILES | mouse EphA4 binding
COc1ccccc1NC(=O)N1CCCC(C(=O)Nc2cccc(C)c2C)C1 (stereo not given) | -23%
Cc1ccc(-c2nn(-c3ccccc3)cc2/C=C2\SC(N)=NC2=O)cc1 | -13%
CCN1C(=O)C2(Nc3ccccc3-c3nc4ccccc4n32)c2cc(OC)ccc21 (stereo not given) | -6%
COC(=O)c1ccc(NC(=O)c2cc3sccc3n2C)cc1 | 2%
O=C(Nc1ccccc1C(=O)O)c1ccccc1 | -4%
Cn1c(=O)c2c(SCc3cccnc3)nc(C3CC3)nc2n(C)c1=O | -9%
Cc1ccc(S(=O)(=O)N2CCN(c3ccc([N+](=O)[O-])c(N4CCOCC4)c3)CC2)cc1 | -14%
Cc1cccc(NCc2nc(-c3ccccc3)no2)c1 | -1%
Cc1occc1C(=O)N/N=C/c1cccnc1 | -10%
COc1ccc(CCNC(=O)c2ccco2)cc1 | -17%
CC(C)CC(=O)NS(=O)(=O)c1ccc(NC(=O)c2ccccc2Cl)cc1 | -6%
O=C(c1cccc(S(=O)(=O)N2CCCCC2)c1)N1CCN(S(=O)(=O)c2ccc(F)cc2)CC1 | 8%
Cc1ccc(S(=O)(=O)OCP(=O)(c2ccccc2)c2ccccc2)cc1 | -1%
CCCCS(=O)CC(COCc1ccccc1)OC(=O)CSc1nc(C)cc(C)n1 (stereo not given) | 3%
Cc1ccc(NCC(O)COc2ccc(OCC(O)CNc3ccc(C)cc3C)cc2)c(C)c1 (stereo not given) | 4%
COc1cccc2c1OCC1COc3c(c(=O)n(C)c(=O)n3C)C21 (stereo not given) | -9%
CCN(CC)S(=O)(=O)c1cccc(NC(=O)c2cc3ccccc3o2)c1 | -5%
CCc1nc(C)cn1S(=O)(=O)c1cc(Cl)c(OC)cc1Cl | -15%
Cc1nn(CC(=O)N2CCOCC2)c(=O)c2ccccc12 | -3%
CCN(CC)c1nc(=S)nc(NC(C)(C)C)[nH]1 | -5%
CCOC(=O)c1cc2c(=O)n3ccccc3nc2n(CCCOC)c1=NC(C)=O | -2%
COc1cc(NS(=O)(=O)c2ccc(NC(=O)c3ccc(-c4ccccc4)cc3)cc2)ncn1 | -6%
CCCN(CCC)S(=O)(=O)c1cccc(C(=O)Nc2ccc3c(c2)OCO3)c1 | 0%
O=S(=O)(NCCO)c1cccc2cccnc12 | -61%
CC(C)C(NC(=O)C1CCCCC1)C(=O)Nc1ccccn1 (stereo not given) | -9%
O=C(Nc1ncc2c(n1)-c1ccccc1CC2)c1ccccc1 | -13%
CCOC(=O)c1cccc(C(=O)OCC)n1 | -4%
C=CCOc1ccc(/C(O)=C2/C(=O)C(=O)N(CCCn3ccnc3)C2c2cccs2)cc1 (stereo not given) | -8%
COc1ccc(-c2cc(C(=O)N3CCCc4ccccc43)no2)cc1 | -10%
Cn1cccc1C(C(=O)NC1CCCCC1)N(C(=O)Cc1cccs1)C1CC1 (stereo not given) | -9%
CCCCN(C)C(=O)C1CCN(C/C(C)=C/c2ccccc2)CC1 | -20%
Cc1cc(NC(=O)CSc2nc3c(sc4ccccc43)c(=O)n2CCCN2CCOCC2)n[nH]1 | -11%
CCOC(=O)c1cc(C#N)c(N2CCCC2)nc1-c1ccccc1 | -5%
Cc1sc(NC(=O)c2ccco2)c(C(c2cccnc2)N2CCCC2)c1C (stereo not given) | -2%
CC(NC(=O)C(=O)NCC1CCNCC1)c1ccccc1 (stereo not given) | 6%
O=C(COC(=O)c1cc(-c2cccs2)nc2ccccc12)NCc1ccco1 | 42%
CC(C)c1ccc(C2/C(=C(\O)c3ccc(F)cc3)C(=O)C(=O)N2c2nccs2)cc1 (stereo not given) | -7%

Only part of the results is shown; the hit share may differ from the screen's.
